Compound activity (PubChem BioAssay)
CCT modulator: modulators of cytosolic chaperonin (CCT/TRiC) activity. 360,000 tested, 0.3% active. AID 651819. activity change, % (test concentration not listed), hits read low. purified chaperonin ATPase assay, HTRF ADP detection, 30 min; in the data active means activity change below about -30%; further: on the % scale 0 is the no-effect control and ±100 the full control effect
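First, chaperonin was dispensed at 40 nM or 20 nM final depending on batch activity. Next, compounds were pinned at 76 uM and ATP added at 10 uM. After 30 min at 37 °C, ADP detection reagents ran 30 min at ambient temperature.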
EPAC2 antagonist: blocks human EPAC2 exchange factor; 360,000 tested, 0.18% active; Q8WZA2; AID 720708; EPAC2 GEF exchange of Rap1B-BODIPY-GDP, fluorescence; Potency, µM (series often up to 114 µM), for inactives: at the top dose activity, negative = inhibition, hits mostly inhibitors; further: potency means the concentration at half of the fitted maximal effect; on the % scale 0 is the no-effect control and ±100 the full control effect; nearly all actives have a fitted effect of over 45% in size; many of its hits are not listed in these tables
Target sequence (Q8WZA2 whole entry, looked up): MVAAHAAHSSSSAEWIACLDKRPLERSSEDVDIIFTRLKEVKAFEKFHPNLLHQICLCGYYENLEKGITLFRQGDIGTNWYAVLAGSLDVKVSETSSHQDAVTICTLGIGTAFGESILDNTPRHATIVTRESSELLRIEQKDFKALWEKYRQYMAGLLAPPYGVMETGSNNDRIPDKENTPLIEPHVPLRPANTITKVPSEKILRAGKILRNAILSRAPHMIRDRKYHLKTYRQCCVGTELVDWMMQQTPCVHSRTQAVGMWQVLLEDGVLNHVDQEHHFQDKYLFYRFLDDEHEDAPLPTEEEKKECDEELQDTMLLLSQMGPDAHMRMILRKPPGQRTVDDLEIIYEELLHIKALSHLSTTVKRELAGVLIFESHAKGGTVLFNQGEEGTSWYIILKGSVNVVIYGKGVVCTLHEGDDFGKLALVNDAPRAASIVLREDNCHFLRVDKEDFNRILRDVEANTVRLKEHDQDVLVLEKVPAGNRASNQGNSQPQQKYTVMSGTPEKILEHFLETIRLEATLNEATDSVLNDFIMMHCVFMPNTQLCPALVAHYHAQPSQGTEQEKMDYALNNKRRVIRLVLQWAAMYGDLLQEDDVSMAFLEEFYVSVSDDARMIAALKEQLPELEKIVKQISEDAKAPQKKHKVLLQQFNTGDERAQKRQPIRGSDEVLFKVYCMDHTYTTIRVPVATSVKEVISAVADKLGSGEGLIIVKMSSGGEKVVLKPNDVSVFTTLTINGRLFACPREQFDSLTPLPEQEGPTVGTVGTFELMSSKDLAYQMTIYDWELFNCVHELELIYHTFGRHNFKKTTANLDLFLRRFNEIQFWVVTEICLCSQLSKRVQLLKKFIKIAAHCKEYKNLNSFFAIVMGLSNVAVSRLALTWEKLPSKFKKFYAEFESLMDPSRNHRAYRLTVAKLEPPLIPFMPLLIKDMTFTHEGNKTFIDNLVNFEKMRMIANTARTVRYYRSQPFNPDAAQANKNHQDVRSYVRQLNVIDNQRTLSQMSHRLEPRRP
TGFb SMAD3 inh: TGF-b pathway inhibition; Potency, µM (series often up to 46.1 µM), for the others: top-dose activity, negative = inhibition, most hits filed as inhibitors; HepG2 CAGA-GFP TGF-b/SMAD3 reporter, GFP fluorescence, 18 h; TGF-beta stimulated, 500 pg/mL final; AID 588855; 410,000 tested, 1.2% active; further: potency means the concentration at half of the fitted maximal effect; on the % scale 0 is the no-effect control and ±100 the full control effect; nearly all actives have a fitted effect of over 65% in size
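TGF-beta reporter screen: HEPG2 CAGA-GFP, 1% FBS, 500 pg/mL TGF-beta final, 18 h; per-cell GFP summed per well; curves fitted and categorized by class.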
Akt phos inh: Akt phosphorylation inhibition | AID 651550 | activity change, % for hits at 50 µM | Neuro2A IGF-stimulated pAkt S473 HTRF, 20 min; active compounds read low | 360,000 tested, 0.32% active; in the data active means activity change below about -80%; inconclusive means mostly about -51% to -80%; further: on the % scale 0 is the no-effect control and ±100 the full control effect
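Neuro2A cells (4,500/well, DMEM with 0.5% FBS) were treated with compound at a single 50 µM final concentration, stimulated with 6 nM IGF for 20 min at 37 °C, and lysed. Phospho-Akt Ser473 was read by HTRF as 665/615 ratio ×10^4.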
EPAC2 agonist: EPAC2 (human) agonism; Q8WZA2; EPAC2 activation, biochemical qHTS; response scale: 100% = 6.5 mM cAMP response; Potency, µM (titrated, usually from 154 µM), inactives show top-dose activation, actives largely listed as activators; 360,000 tested, 0.079% active; further: potency means the concentration at half of the fitted maximal effect; nearly all actives have a fitted effect of over 50% in size
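In this primary screen, activation is scored as increased exchange of BODIPY-GDP from Rap1B by 100 nM EPAC2, with 50 uM GDP as competitor. Signal is normalized to the 6.5 mM cAMP agonist control.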
MmCpn inh: blocks the Methanococcus maripaludis chaperonin Mm-Cpn | Potency, µM (highest dose often 76.9 µM), without a hit: at the highest dose activity, negative = inhibition, most hits filed as inhibitors | 330,000 tested, 0.031% active | AID 504842 | purified Mm-Cpn ATPase, ADP Transcreener TR-FRET; further: potency means the concentration at half of the fitted maximal effect; on the % scale 0 is the no-effect control and ±100 the full control effect; nearly all actives have a fitted effect of over 80% in size
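Quantitative HTS used 25 nM Mm-CPN and 10 uM ATP in magnesium/KCl Tris buffer, pH 7.4, with 1 mM DTT. Hydrolysis ran 30 min at 37°C; ADP was read by HTRF.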
A549 tox: A549 cytotoxicity, counter-screen for Nrf2 inhibitors. A549 ARE-Fluc cells, CellTiter-Fluor viability, 18-24 h. 390,000 tested, 0.16% active. Potency, µM (series often up to 46 µM), for the others: top-dose activity change, negative = cytotoxicity, actives largely listed as inhibitors; further: potency means the concentration at half of the fitted maximal effect; on the % scale 0 is the no-effect control and ±100 the full control effect
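A549 ARE-Fluc cells in 5% FBS OPTI-MEM, 5000 cells/well, rested 2 h then exposed to compounds in concentration-response for 18-24 h at 37 °C. Viability by CellTiter-Fluor fluorescence (Ex 405/Em 525) after 30 min; luciferase luminescence (BugLite, 15 min, RT) read afterwards.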
Nrf2 inh: Nrf2 pathway inhibition; A549 ARE-Fluc reporter, luciferase luminescence, 18-24 h; Potency, µM (doses to about 46 µM), inactives show top-dose activity change, negative = inhibition, usual class: inhibitors; 360,000 tested, 2.1% active; AID 504444; further: potency means the concentration at half of the fitted maximal effect; on the % scale 0 is the no-effect control and ±100 the full control effect; nearly all actives have a fitted effect of over 60% in size
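Nrf2 function is reported as luminescence of an ARE-controlled luciferase in A549 cells. Compounds were tested at several concentrations, and a CellTiter-Fluor read on the same wells flagged cytotoxicity.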
Nrf2 activator: activates Nrf2 signaling | AREc32 ARE-luciferase reporter (MCF7-derived line), luminescence, 24 h | Potency, µM (highest dose often 46.1 µM), without a hit: at the top dose activation, hits mostly activators | AID 624171 | 410,000 tested, 0.31% active; further: potency means the concentration at half of the fitted maximal effect; % of control where 0% means no effect; nearly all actives have a fitted effect of over 65% in size
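Nrf2 activation is followed as ARE-luciferase induction in the AREc32 line after one day of compound treatment; luminescence is read with Steady-Glo.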
Numbers without * were called inactive; i = inactive; ? = inconclusive; . = not tested or not shown; [ ] = remark or other dose. Unless noted, the call rests on the fitted dose curve; in most records, active means well fitted curve in the direction sought with a large enough effect; inconclusive means small, poorly fitted or top-dose-only effect, or another doubt; inactive means no such curve, though single readings can be large; an effect the other way counts as inactive or inconclusive. The list is partial. The share of hits here may be higher or lower than overall.

SMILES | CCT modulator | EPAC2 antagonist | TGFb SMAD3 inh | Akt phos inh | EPAC2 agonist | MmCpn inh | A549 tox | Nrf2 inh | Nrf2 activator
C=CCNC(=S)N/N=C(\C)c1cccc(NC(C)=O)c1 | 2.1 | 3% | -1% | i | 3% | -3% | -6% | -41% | 3.7%
CC(=O)OC(C(=O)NC1CCCCC1)c1cccc(C)c1 (stereo not given) | 1.1 | 11% | 11% | i | -6% | 2% | 1% | 16% | 0.2%
O=C(O)c1ccn(Cn2cnc3ccccc32)n1 | -0.8 | 0% | 28% | i | 19% | 1% | -4% | . | -0.3%
Cc1ccc2nc(SCC(=O)Nc3cc(C(C)(C)C)nn3-c3ccccc3)[nH]c2c1 | -1.2 | -22% | -8% | i | 11% | 1% | -10% | -25% | -1.2%
CC(=Nc1cccc(C)c1)c1sc2ccccc2c1O | -6.9 | -1% | -11% | i | ? | -3% | 1% | ? | ?
COc1ccccc1NC(=S)NCC1CCC(CNC(=S)Nc2ccccc2OC)CC1 (stereo not given) | 0.4 | -3% | 0% | i | 13% | 2% | -12% | -14% | 0.1%
COc1ccc(Cl)cc1N(C)C(=O)Cc1noc2ccc(C)cc12 | . | . | -2% | . | . | . | 0% | -4% | 3.4%
COC(=O)/C=C1\SC(N2CCOCC2)=C(c2ccc(OC)cc2)C1=O | -0.4 | 12% | 14% | i | 4% | -4% | -7% | 9% | -0.9%
CCc1ccc(OC2(C)CCN(Cc3ccc4c(c3)OCCO4)C2)cc1 (stereo not given) | 0.8 | -9% | 2% | i | 7% | . | . | . | -0.8%[9.22 µM]
O=C(COc1ccc(F)cc1Cl)Nc1cccc(S(=O)(=O)N2CCCC2)c1 | -0.9 | -13% | ? | i | 5% | -1% | -5% | -19% | 1.0%
COCCn1c(C)cc(C(=O)COC(=O)c2n[nH]c3ccccc23)c1C | -1.8 | -8% | -11% | i | 1% | 1% | -12% | ? | -2.2%
COC(=O)c1cc(NC(=O)c2ccccc2)c(=O)oc1/C=C/Nc1ccc(Oc2ccccc2)cc1 | 1.7 | 44%[activator] | 25% | i | 6% | -11% | -9% | -11% | 0.2%
CCC1(C)Cc2c(sc3nc(SC)nc(N)c23)CO1 (stereo not given) | -0.1 | 3% | 10% | i | 7% | -7% | -11% | -18% | 6.1%
COc1ccccc1NC(=O)CN1CCN(C(=O)C2CCCO2)CC1 (stereo not given) | 0.7 | -1% | 11% | i | 2% | 1% | 4% | 12% | -0.7%
Cc1cccc(C(=O)NCCc2nnc(SCC(=O)Nc3nc(C)cs3)n2C)c1 | -4.2 | -6% | ? | i | 4% | 2% | 16% | 4% | -0.1%

Brought forward from above: 5 entries, followed by the next part.
SMILES | CCT modulator | EPAC2 antagonist | TGFb SMAD3 inh | Akt phos inh | EPAC2 agonist | MmCpn inh | A549 tox | Nrf2 inh | Nrf2 activator
COCCn1c(C)cc(C(=O)COC(=O)c2n[nH]c3ccccc23)c1C | -1.8 | -8% | -11% | i | 1% | 1% | -12% | ? | -2.2%
COC(=O)c1cc(NC(=O)c2ccccc2)c(=O)oc1/C=C/Nc1ccc(Oc2ccccc2)cc1 | 1.7 | 44%[activator] | 25% | i | 6% | -11% | -9% | -11% | 0.2%
CCC1(C)Cc2c(sc3nc(SC)nc(N)c23)CO1 (stereo not given) | -0.1 | 3% | 10% | i | 7% | -7% | -11% | -18% | 6.1%
COc1ccccc1NC(=O)CN1CCN(C(=O)C2CCCO2)CC1 (stereo not given) | 0.7 | -1% | 11% | i | 2% | 1% | 4% | 12% | -0.7%
Cc1cccc(C(=O)NCCc2nnc(SCC(=O)Nc3nc(C)cs3)n2C)c1 | -4.2 | -6% | ? | i | 4% | 2% | 16% | 4% | -0.1%
CC(=O)c1ccc(S(=O)(=O)NCCc2csc(-c3cccnc3)n2)cc1 | -2.1 | 2% | -2% | i | -1% | -6% | -2% | -19% | 0.3%
O=C(CCS(=O)(=O)c1ccc(Cl)cc1)OCC(=O)N1CCCCC1 | 1.4 | -3% | 32% | i | 12% | 0% | 8% | 8% | 2.7%
O=C(NCC(c1cccs1)N1CCOCC1)c1ccc(Cl)nc1 (stereo not given) | 0.2 | 10% | 3% | i | 10% | 0% | -13% | -9% | -0.9%
COc1ccc(-n2nc(C(=O)NCC(=O)N3CCCC3)c3ccccc3c2=O)cc1Cl | 0.6 | 1% | 0% | i | 3% | 1% | 1% | ? | 0.0%
CC1CN(C(=O)COC(=O)c2c(Cl)cccc2Cl)CC(C)O1 (stereo not given) | -1.3 | -5% | -6% | i | -1% | 1% | -1% | 2% | 17%
O=C(/C=C/c1cc2ccccc2o1)c1ccccc1O | -0.3 | 1% | ? | i | 9% | 0% | -1% | 8% | ?
CC(C)CCNC(=O)Cn1c2c(c(-c3ccccc3Cl)cc1=O)CCC2 | 1.5 | -12% | 7% | i | 6% | -5% | 8% | 3% | 0.1%
O=C1CC(c2ccco2)CC2=C1C=Nc1ccccc1N2 (stereo not given) | 0.1 | -3% | 3% | i | 7% | 0% | 1% | ? | 22%
Cc1cc(/C=C(\C#N)C(=O)NCc2cccs2)c(C)n1-c1ccc([N+](=O)[O-])cc1 | -2.0 | -2% | 25% | i | 16% | -4% | ? | ? | 0.4%
COc1ccc(C2=NO[C@@H]3C(=O)N(c4cccc(C)c4C)C(=O)[C@H]23)cc1OC | -2.2 | -3% | -7% | i | -1% | -1% | -6% | 5% | -0.4%
CC(=O)c1cccc(NC(=S)NC(=O)CC(C)(C)C)c1 | -1.7 | -4% | -7% | i | 12% | 0% | 1% | ? | 3.4%
Cc1cc(N=Cc2c(O)n(-c3cccc(Cl)c3)c(=O)c3ccccc23)no1 | -1.7 | 11% | -7% | i | 0% | -3% | -14% | ? | -0.2%[9.22 µM]
COc1ccc(NC(=O)CSc2ccccc2)c([N+](=O)[O-])c1 | -1.8 | -1% | -12% | i | 22% | 1% | -1% | ? | 5.6%
CC(C)Oc1ccc(C(=O)OC(C)C(=O)NC2CCCCC2C)cc1 (stereo not given) | -4.1 | -2% | 0% | i | 5% | 1% | -2% | -25% | -0.8%
CC1CCCCC1NC(=O)COC(=O)c1c2c(nc3ccccc13)/C(=C/c1ccco1)CC2 (stereo not given) | -2.2 | 16% | -13% | i | -3% | -3% | -11% | 17% | ?
CC(C)Oc1ccc(CNC(=O)C(C)n2ccc3cc(S(=O)(=O)N4CCCCCC4)ccc32)cc1 (stereo not given) | . | . | 1% | . | . | . | 9% | -11% | 4.2%
COc1cc(/C=C2/SC(=S)N(Cc3ccccc3)C2=O)ccc1OCC(=O)O | 0.0 | -5% | -15% | i | 12% | 0% | -17% | -5% | 7.5%
Cc1ccc(C)c(NC(=O)c2nc(Cl)ccc2Cl)c1 | -0.9 | -19% | -7% | i | 5% | -5% | ? | ? | 16%
COc1ccc(Cl)cc1NC(=O)N1CCC2(CC1)Oc1ccccc1C(=O)N2Cc1ccc(F)cc1 | . | . | -4% | . | . | . | 8% | 0% | 4.8%
OCc1ccccc1NC(=S)Nc1cccnc1 | -3.3 | -1% | -2% | . | 0% | 1% | -1% | . | 3.0%
COC(=O)[C@@H](CC(C)C)NS(=O)(=O)N(Cc1ccccc1)[C@@H](CC(C)C)C(=O)OC | -1.2 | ? | ? | i | -7% | 0% | -7% | ? | -0.9%
CCOc1ccc(-n2nc(CO)c(C(=O)NCc3ccc(Cl)cc3)n2)cc1 | . | . | 0% | . | . | . | 0% | ? | 0.1%
CCc1ccc(C(=O)CC2(O)C(=O)N(CCc3ccccc3)c3ccc(Br)cc32)cc1 (stereo not given) | . | . | ? | . | . | . | -14% | ? | -2.5%
COc1ccc(C(=O)NCC2OCCc3ccccc32)cc1 (stereo not given) | -2.3 | 13% | 10% | i | 1% | -1%[15.4 µM] | 1% | 2% | -0.4%
CCOc1ccc(OCC)c(NC(=O)C2CCN(S(=O)(=O)c3ccc(Br)s3)CC2)c1 | . | . | -15% | . | . | . | -1% | 9% | -0.5%
COc1ccc(CC(=O)NCCS(=O)(=O)N2CCN(c3ccccc3)CC2)cc1OC | -6.1 | 11% | -13% | i | -2% | 1% | 0% | -11% | 0.2%
Cc1cc(C(F)(F)F)nc(NCc2cccnc2)n1 | -2.8 | -12% | 10% | i | 2% | -1% | -29% | ? | 0.1%
CCN(CC)c1nc2c(c(=O)[nH]c(=O)n2C)n1Cc1ccccc1Cl | -3.0 | 1% | -2% | i | 1% | 0% | -3% | 0% | 0.4%
CCC(C(=O)OCC(=O)c1ccc(OC)cc1OC)c1ccccc1 (stereo not given) | 0.0 | -17% | 1% | i | 8% | -4% | 0% | 12% | 0.7%
CCC(=O)Nc1sc2c(c1C(=O)OC)CCN(Cc1ccccc1)C2 | 0.7 | -20% | 0% | i | 2% | -2% | -3% | -16% | 0.3%
O=c1oc2ccccc2n1Cc1ccccc1 | 0.3 | -30% | 2% | i | 9% | 0% | 1% | 0% | -0.7%
O=C(NCc1cccc(Cl)c1)c1ccc2c(c1)SC1=NS(=O)(=O)CCN12 | 0.2 | -2%[57.1 µM] | 7% | i | 12% | -4% | 9% | ? | 3.6%
O=C(O)c1ccc2c(c1)N(Cc1ccccc1)C(=O)c1ccccc1S2 | -1.6 | -11% | -3% | i | -5% | 0% | -5% | -22% | -0.1%
CC(C)(C)n1ncc2c(=O)n(CC(=O)Nc3ccc(Cl)cc3)cnc21 | 0.7 | 2% | 24% | . | -1%[15.6 µM] | 1% | -16% | -22% | 0.1%
CC(C)Cn1c(N)c(C(=O)NCCN2CCOCC2)c2nc3ccccc3nc21 | 0.5 | -4% | 5% | i | -1% | -1% | ? | ? | 0.0%
Cc1cc(C(=O)COc2ccccc2Cl)c(C)n1C1CC1 | 1.7 | -3% | ? | i | 14% | -2% | 0% | ? | 1.8%
